LMP1 NFkB inh: Epstein-Barr LMP1 NF-kappaB reporter inhibition. LMP1-induced NF-kappaB luciferase reporter cells, luminescence. AID 504558. 350,000 tested, 0.69% active. inhibition, % at 12.5 µM; in the data active means inhibition above about 41%;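 further: 0% = neutral control wells and 100% = reference inhibitor control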
TRAIL sens C8: sensitizes caspase-8 expressing cells to TRAIL | NB7+C8 cells + TRAIL, ATPlite viability luminescence | inhibition (viability loss, TRAIL sensitization), % at 10 µM | 360,000 tested, 1% active;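 active means compounds causing at least 50% loss of cell viability in the single-dose screen, relative to plate controls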
SRC3 inh: human NCOA3 inhibition. Q9Y6Q9. inhibition, % at 3.6 µM. 360,000 tested, 0.17% active. HEK293 GAL4-SRC3 luciferase reporter, luminescence;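 active means inhibition above a per-campaign cutoff, the mean of all compounds plus 3 SD, cut at about 60% in these data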;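 further: 0% = DMSO-treated cells and 100% = gossypol-treated cells at 36 µM; higher means less SRC3-driven luciferase light from the GAL4 reporter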
NCOA2 inhibitor: human SRC2 (NCOA2) inhibition; HEK293 GAL4-SRC2 luciferase reporter, luminescence; inhibition, % at 9 µM; 370,000 tested, 0.17% active; AID 651957;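 active means inhibition above the mean inhibition of all tested compounds plus 3 SD, set per campaign, cut at about 52% in these data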;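 further: 0% = DMSO treated cells and 100% = cells given Gossypol at 36 µM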
NOD2-RIPK2 inh: NOD2-RIPK2 protein interaction inhibition | O43353 | CHO BLA complementation NOD2-RIPK2, CCF4 ratio | inhibition, % at 4.98 µM | 360,000 tested, 0.38% active; in the data active means inhibition above about 21%;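 further: 0% = vehicle only and 100% = reference blocker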
Vif imaging: HIV Vif inhibition; inhibition, % at 7.49 µM; 340,000 tested, 0.35% active; HEK293T cells, Vif self-association by quenched fluorescence, imaging, 24 h; in the data active means inhibition above about 50%, passing the limit was not always enough; further: some results filed as inactive read as strong as hits
NCOA1 inh: human NCOA1 inhibition; AID 588354; Q15788; HEK293 GAL4-SRC1 luciferase reporter, luminescence; inhibition, % at 3.6 µM; 360,000 tested, 0.12% active;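 active means inhibition above the campaign mean plus 3 SD, with each screening campaign given its own cutoff, cut at about 60% in these data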;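 further: 0% = DMSO treated cells and 100% = gossypol at 36 µM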
TLR9-MyD88 block: TLR9-MyD88 interaction inhibition. Q9NR96+Q99836. CHO BLA complementation TLR9-MyD88, CCF4 FRET ratio. inhibition, % at 4.98 µM. 340,000 tested, 0.21% active;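 active means inhibition above the mean over all tested compounds plus 3 SD, cut at about 21% in these data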;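 further: 0% = DMSO only wells and 100% = clavulanate BLA inhibitor control wells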
COUP-TFII inh: inhibitors of human COUP-TFII (NR2F2) | P24468 | HEK293T NGFI-A luciferase reporter, luminescence | inhibition, % at 8.6 µM | 370,000 tested, 0.7% active | AID 686940;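 active means inhibition above a per-plate cutoff, mean inhibition of test wells between control levels plus 3 SD, cut at about 38% in these data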;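 further: cells cotransfected with COUP-TFII expression vector driving the NGFI-A reporter; 0% = median of COUP-TF2 test wells and 100% = reporter-only cells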
Target sequence (P24468 whole entry, looked up): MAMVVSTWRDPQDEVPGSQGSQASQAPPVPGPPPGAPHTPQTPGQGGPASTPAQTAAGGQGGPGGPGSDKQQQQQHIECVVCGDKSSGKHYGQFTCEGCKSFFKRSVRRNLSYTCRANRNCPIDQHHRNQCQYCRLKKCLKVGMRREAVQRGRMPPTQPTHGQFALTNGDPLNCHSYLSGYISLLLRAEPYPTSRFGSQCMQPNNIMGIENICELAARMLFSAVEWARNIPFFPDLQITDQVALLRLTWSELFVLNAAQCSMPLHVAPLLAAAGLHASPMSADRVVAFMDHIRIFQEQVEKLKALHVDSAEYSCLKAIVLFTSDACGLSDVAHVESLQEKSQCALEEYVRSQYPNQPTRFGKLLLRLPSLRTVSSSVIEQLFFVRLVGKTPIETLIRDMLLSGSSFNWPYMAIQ
TROY NFkB inh: TROY signaling inhibition. Q293 LMP1-TROYcd NF-kB luciferase reporter, 4 h. inhibition, % at 10 µM. 360,000 tested, 0.98% active;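 active means compounds whose plate-normalised and pattern-corrected inhibition of the luciferase reporter signal at the single screening dose is 50% or more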
LRH-1 inv ag: NR5A2 inverse agonism in reporter assay. O00482. HEK293T StAR-luciferase reporter, LRH-1 transfected, 24 h. inhibition, % at 3.6 µM. 360,000 tested, 0.13% active;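 active means inhibition above the mean inhibition of all tested compounds plus 3 SD, cut at about 73% in these data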;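 further: 0% = DMSO wells and 100% = reporter-only cells lacking LRH-1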
Target sequence (O00482 whole entry, looked up): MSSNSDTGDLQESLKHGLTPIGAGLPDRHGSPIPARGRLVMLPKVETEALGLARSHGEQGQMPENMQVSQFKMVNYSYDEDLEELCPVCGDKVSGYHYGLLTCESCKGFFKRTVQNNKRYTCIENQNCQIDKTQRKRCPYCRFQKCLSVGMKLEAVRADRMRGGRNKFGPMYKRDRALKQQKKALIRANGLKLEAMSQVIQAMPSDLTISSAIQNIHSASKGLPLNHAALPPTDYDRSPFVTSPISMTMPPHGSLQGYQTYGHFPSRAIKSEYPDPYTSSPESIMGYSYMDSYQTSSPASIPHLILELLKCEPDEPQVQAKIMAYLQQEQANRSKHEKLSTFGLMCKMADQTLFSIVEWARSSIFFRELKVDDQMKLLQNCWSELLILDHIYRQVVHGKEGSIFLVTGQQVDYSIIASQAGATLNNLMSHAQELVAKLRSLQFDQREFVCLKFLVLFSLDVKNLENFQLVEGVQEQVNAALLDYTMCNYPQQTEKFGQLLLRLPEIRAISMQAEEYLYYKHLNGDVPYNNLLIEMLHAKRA
* hit, by the source's call; / = no result given.

SMILES	LMP1 NFkB inh	TRAIL sens C8	SRC3 inh	NCOA2 inhibitor	NOD2-RIPK2 inh	Vif imaging	NCOA1 inh	TLR9-MyD88 block	COUP-TFII inh	TROY NFkB inh	LRH-1 inv ag
O=C(Cc1cccc(NC(=O)C2CCCN(C(=O)C3CCCC3)C2)c1)Nc1ccc(C(=O)N2CCOCC2)cc1 (stereo not drawn)	-15	7	12	11	-1	-2	4	7	19	0	-4
CCOC(=O)/C(C#N)=C\c1cc(C)n(-c2ccccc2)c1C	-27	43	2	-12	1	0	7	-3	29	79*	-6
Cn1ncc(Cl)c1C(=O)NC(=S)Nc1sc2c(c1C#N)CCCCC2	11	-7	-1	-24	-9	0	-25	0	-11	-11	-30
COCCn1c(SCc2ccc(Cl)cc2)nc2c1c(=O)[nH]c(=O)n2C	8	0	19	-76	-7	3	0	-3	-7	7	-11
CC1(C(=O)Nc2ccc3nc[nH]c3c2)CCN1C(=O)C1(c2ccccc2)CCCC1 (stereo not drawn)	/	-1	16	-5	-2	-11	-4	/	4	0	7
CC(=O)Nc1cccc(C(=O)NNC(=O)c2ccc(NS(=O)(=O)c3cccs3)cc2)c1	3	-36	9	-82	1	7	11	-3	9	-11	0
Cc1ccc(NC(=O)CNc2ccc(Cl)c(Cl)c2)cc1S(=O)(=O)N(C)C	20	16	24	-2	-1	-11	3	-3	54*	30	5
O=C(CN(Cc1cccs1)C(=O)CNC(=O)c1ccco1)NC1CCCCC1	7	17	20	2	-4	-1	-17	-6	-5	3	9
CSc1sc(C(=O)NC(=O)NCc2cccnc2)c(C)c1-c1ccon1	-1	-22	22	6	1	-6	25	0	-3	6	-6
CCCCN(C)C(=O)C(Cc1ccccc1)NS(=O)(=O)c1ccc2c(c1)c(=O)n(C)c(=O)n2C (stereo not drawn)	1	11	-15	1	6	-9	-4	-2	12	-5	6
CCOC(=O)c1[nH]c(CSc2nnc(-c3ccncc3)n2CCOC)c(C(=O)OCC)c1C	5	-3	12	-20	1	-15	-23	10	2	-3	10
O=C(O)CNC(=O)C1COc2ccccc2O1 (stereo not drawn)	3	-1	-11	-11	-1	3	-4	3	-4	12	-1
C=C(C)Cn1c(N2CCCC2)nc2c1c(=O)[nH]c(=O)n2C	-3	0	-9	-1	1	2	11	9	6	-7	-8
Cc1ccccc1-n1ncc2c([N+](=O)[O-])cc([N+](=O)[O-])cc21	-2	11	-11	-28	1	15	-19	-5	6	51*	5
Cc1c(NC(=O)Nc2ccc(F)cc2)c(=O)n(-c2ccccc2)n1C	-12	-1	7	-9	1	10	-4	7	-12	9	14
CCN(CC)c1nc2c(c(=O)n(C)c(=O)n2C)n1CCCc1ccccc1	3	16	-2	5	13	-2	3	-5	-9	-17	-2
c1ccc(Cc2nn3c(-c4ccncc4)nnc3s2)cc1	-7	19	20	10	-15	28	19	4	-1	-5	-5
Cc1ccc(C(=O)N/C(=C/c2cccnc2)C(=O)N2CCCCCC2)cc1	-9	-11	6	-4	-14	/	-8	-10	-15	12	10
CCOc1cc(/C=C/C(=O)N(CC)CC(=O)NCc2cccs2)cc(Cl)c1OC	8	17	2	19	-2	5	-17	8	3	12	-2
Clc1ccc(-c2nnc(C34CC5CC(CC(C5)C3)C4)o2)cn1	-3	-7	16	/	-5	24	5	2	/	3	-7
Cc1ccc(OCC(=O)N2CCN(C(=O)c3cccs3)CC2)cc1	2	7	19	-4	-10	0	-8	-13	-21	-18	-8
C=CC(=O)Nc1cccc(Oc2ccnc3[nH]ccc23)c1	3	14	8	/	-9	-4	-7	-1	/	12	12
COc1ccc(CC(=O)Nc2ccc(C)c(S(=O)(=O)N3CCCCCC3)c2)cc1	15	-4	1	-19	-1	0	-5	2	7	20	13
O=S(=O)(NCCc1ccccn1)c1ccc(F)c(F)c1	-7	-3	6	-28	-5	12	2	-11	1	-4	-5
Cc1ccc(OCCCC(=O)Nc2ccc(S(=O)(=O)N3CCOCC3)cc2)cc1	6	9	-3	5	4	2	-12	6	8	11	6
COc1ccc(CCNc2oc(-c3ccccc3OC)nc2C#N)cc1	2	-20	2	-2	9	1	-25	-8	-5	14	-12
Cc1cc(C)c2c(SC(C)C)nc(N)nc2n1	-4	-1	1	5	0	4	4	6	4	-4	-17
CCCCCCc1cc2cc(-c3nnc(-c4ccccc4)o3)c(=O)oc2cc1O	52*	26	-16	4	5	5	-5	12	-1	62*	16
CC1(C)NC(=O)N(CC(=O)N2CCCC(C(F)(F)F)C2)C1=O (stereo not drawn)	-4	22	-7	6	7	-8	-7	-2	9	7	-3
O=C(c1cccc(OC2CCN(Cc3cc(F)cc(F)c3)CC2)c1)N1CCCC1	-6	-7	18	-14	-3	-4	11	1	9	-8	13
COc1ccc(NC(=O)CCS(=O)(=O)c2ccc3c(c2)CCN3C(C)=O)cc1	58*	-8	23	-2	0	-5	4	6	11	-2	8
Cc1cccc(NC(=O)/C(C#N)=C/c2ccccc2O)n1	-1	-9	-86	-44	13	-14	-57	1	-37	-5	-120
Cc1sc2nc(CSc3nc4ccccc4c(=O)n3CCCN3CCOCC3)[nH]c(=O)c2c1C	-3	2	-13	2	0	/	7	-8	-5	9	2
COc1cc(F)cc(-c2ccc3c(c2)c(C#Cc2ccsc2)c(-c2cc(OC)cc(OC)c2)n3C)c1	-2	10	-2	-5	3	9	-12	-1	-7	-2	-27
COc1ccc(C(CNC(=O)COc2ccccc2OC)N2CCCCC2)cc1 (stereo not drawn)	9	4	0	5	-6	-2	11	-2	10	18	-2
Cc1ccc(/C=N\NC(=O)CCc2n[nH]c(=O)[nH]c2=O)o1	0	9	13	-1	-11	-6	-2	-9	3	5	-1
COc1ccc(NC(=O)CN(C)C(=O)Cc2ccsc2)cc1	-9	-19	6	-17	13	12	16	7	-19	-15	14
C[C@@H]1CN([C@@H](C)CO)C(=O)CCCn2nncc2CO[C@H]1CN(C)S(=O)(=O)c1ccccc1C#N	-20	4	13	5	-23	-7	-5	1	-16	-3	38
CC1CCCN(CCCNC(=O)c2ccc3c(c2)N(Cc2ccccc2F)C(=O)c2ccccc2S3(=O)=O)C1 (stereo not drawn)	-5	8	11	6	3	5	7	1	5	17	-20
O=C(c1ccc(Cl)cc1)C1CCN(C(=O)N2CCOCC2)CC1	-5	8	-5	-8	-1	-7	-6	6	0	3	20
CCOC(=O)c1[nH]c2c(c1-c1ccccc1)C(=O)CC(c1ccccc1)C2 (stereo not drawn)	-10	17	-25	-88	-18	7	-14	-7	2	-24	-61
CC(C)CC(NC(=O)C1CCCCC1)C(=O)N1CCN(c2ccccn2)CC1 (stereo not drawn)	-6	-10	11	26	-3	-22	-50	4	15	9	-24
CC(C)N(CCCNC(=O)Cn1c(=O)c2cccn2c2ccccc21)Cc1ccccc1	-9	-17	1	5	4	-1	-13	-5	14	-2	-5
CCC(NC(=O)c1cncc(Br)c1)c1ccccc1 (stereo not drawn)	1	-7	16	7	3	1	-11	4	10	11	-2
CN(C)C1(CNC(=O)CC(NC(=O)c2ccccc2Cl)c2ccccc2)CCCCC1 (stereo not drawn)	-1	1	1	-23	-9	-4	13	2	-8	-10	12
CCOc1ccc(NC(=O)CNC(=O)c2ccco2)cc1	0	-1	-30	-20	-12	-2	-43	-1	-16	-36	-22
COc1ccccc1N1CCN(C(=O)CNS(=O)(=O)c2ccc(Br)s2)CC1	4	-4	4	3	-3	5	-7	4	4	9	4
Cc1cc(C(=O)Nc2ccccc2N2CCOCC2)no1	-4	-1	10	-20	5	-2	2	1	-15	2	38
COc1cc2ccccc2cc1C(=O)N(CCN(C)C)c1nc2c(C)cccc2s1	-4	6	7	11	7	-1	-1	-22	8	-5	-6
CNS(=O)(=O)c1cccc(C(=O)OCC(=O)NCc2ccccc2)c1	-11	-24	-6	-2	-5	37	-3	-3	8	9	6
CCOC(=O)C1CCN(S(=O)(=O)c2ccc3c(c2)NC(=O)CS3)CC1	3	-5	3	7	-4	-1	-10	-3	14	15	6
CC(C)NC(=O)N(C)C[C@H]1Oc2ccc(NC(=O)Nc3ccccc3)cc2C(=O)N([C@@H](C)CO)C[C@@H]1C	1	0	-4	-4	-6	-5	-1	-5	-18	-22	4
COc1ccc(S(=O)(=O)Oc2cccc(/C=N/N=C3/NC(=O)C(CC(=O)O)S3)c2)cc1 (stereo not drawn)	1	-4	0	-16	6	-3	-9	3	-1	1	-9
Cc1nn(Cc2ccc(Cl)cc2)c(Cl)c1/C=N/NC(=O)c1cccnc1	-6	-2	7	-13	3	-26	18	-10	-16	28	37
COc1cc2c(cc1OC)CN(C(=O)CNS(=O)(=O)c1ccc(C)c(C)c1)CC2	0	-5	11	-3	-3	13	6	2	-4	-10	6
COc1cc(OC)c(OC)cc1CNC(=O)c1cccc(S(=O)(=O)N2CCc3ccccc3C2)c1	26	26	17	23	4	-18	21	4	23	51*	13
CS(=O)(=O)N1CCC(C(=O)NCCN2CCN(Cc3ccccc3)CC2)CC1	2	-5	9	-38	0	-3	-6	4	8	-4	36
CCC(NC(=O)c1cc(COc2cc(C)c(Cl)c(C)c2)on1)c1ccncc1 (stereo not drawn)	7	-9	22	21	7	-20	-5	7	-7	20	45
Cc1ccc(S(=O)(=O)N2[C@@H](c3ccc4c(c3)OCO4)C(C(=O)O)=C[C@H]2CC2CCCC2)cc1	5	-12	5	9	-8	/	10	-7	-2	-4	-3
CCc1c(O)nc2sc3ccccc3n2c1=O	-4	0	2	3	5	-3	-41	5	14	-10	6

Limited to LRH-1 inv ag and Vif imaging, for four of the compounds above:
| SMILES | LRH-1 inv ag | Vif imaging |
| --- | --- | --- |
| Cc1ccccc1-n1ncc2c([N+](=O)[O-])cc([N+](=O)[O-])cc21 | 5 | 15 |
| Cc1c(NC(=O)Nc2ccc(F)cc2)c(=O)n(-c2ccccc2)n1C | 14 | 10 |
| CCN(CC)c1nc2c(c(=O)n(C)c(=O)n2C)n1CCCc1ccccc1 | -2 | -2 |
| c1ccc(Cc2nn3c(-c4ccncc4)nnc3s2)cc1 | -5 | 28 |

(more compounds)
SMILES	LMP1 NFkB inh	TRAIL sens C8	SRC3 inh	NCOA2 inhibitor	NOD2-RIPK2 inh	Vif imaging	NCOA1 inh	TLR9-MyD88 block	COUP-TFII inh	TROY NFkB inh	LRH-1 inv ag
COCCCN1C(=O)N(c2ccc(F)cc2)C(=O)C1CC(=O)Nc1ccc(OC)cc1 (stereo not drawn)	7	2	2	-21	3	10	3	7	11	5	-7
Cc1noc2ncnc(SCc3ccc(C(F)(F)F)cc3)c12	2	-7	22	16	2	-2	19	1	23	17	-2
COc1ccccc1-c1cnc(C(O)c2ccc(F)c(F)c2)[nH]1 (stereo not drawn)	/	-13	11	-4	-9	1	-2	/	10	-17	1
Cc1cc(C)n2cc(CSc3nncn3C)nc2n1	-3	-6	12	-7	-4	-2	-10	-7	1	16	-17
Cc1nc2c(cnn2-c2ccccc2)c(=O)[nH]1	3	-7	-8	27	-9	-3	1	1	9	1	8
c1ccc(N2CCN(c3ncnc4sc5c(c34)CCC5)CC2)cc1	20	2	-4	31	-6	-12	14	-13	5	44	-11
O=C1CCN(S(=O)(=O)c2ccc(Cl)cc2)CCN1	3	5	15	-17	-6	1	-9	-2	7	-3	8

These rows are one share of the data. The share of hits here may be higher or lower than overall.
